Screening results as filed in PubChem BioAssay.
GAA inhib: blocks human lysosomal alpha-glucosidase. P10253. purified human GAA, 4-MU-alpha-glucoside fluorescence. Potency, µM (titrated, usually from 76.9 µM), for inactives: at the top dose activity change, negative = inhibition, hits mostly inhibitors. 200,000 compounds, 0.005% hits. AID 1466;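 also: plate controls were uninhibited enzyme wells for no effect and no-enzyme background for full effect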
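Fluorogenic assay: 4 nM human alpha-glucosidase with 400 uM 4-methylumbelliferyl-alpha-D-pyranoside in 50 mM citrate/phosphate, 0.005% Tween-20, pH 5.0, 20 min at room temperature. Compounds tested up to 77 uM; AC50 from Hill fits.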
IMPase Li inh: membrane-permeable IMPase blocker, potentiated with lithium; AID 1457; CHO-M1 cells, IP1 TR-FRET (IP-One), carbachol + lithium; 210,000 compounds, 0.35% hits; Potency, µM (highest dose often 59.4 µM), for inactives: at the top dose activity, negative = IMPase inhibition, hits mostly inhibitors;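 also: IP1 builds up when IMPase is blocked and the TR-FRET signal falls; plate controls were basal vehicle for no effect and high inhibitor control for full effect; nearly all actives have a fitted effect of over 50% in size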
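CHO cells stably expressing M1 receptor (2000/well, cultured 16–30 h) treated 30 min at 37C with compound plus low lithium. Cytosolic IP1 by TR-FRET (665/620 ratio and 620 channel) after 10 min lysis; AC50 by Hill fit.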
RGS12 GoLoco inh: blocks human Gai1 binding to RGS12 GoLoco peptide, red readout | P63096 | Gai1:RGS12 GoLoco peptide FP, rhodamine, 10 min | Potency, µM (top dose mostly 61.6 µM), for the others: at the highest dose activity, negative = inhibition, hits mostly inhibitors | 230,000 compounds, 0.44% hits | AID 880; active = well fitted inhibition curve with a large enough effect, not every such curve was filed as active; inactive = no such curve, though single readings can be large or run the other way; also: % is scaled to controls: 0 for no effect and ±100 for the full control effect; nearly all actives have a fitted effect of over 30% in size; many of its hits are not listed in these tables
Target sequence (P63096 whole entry, looked up): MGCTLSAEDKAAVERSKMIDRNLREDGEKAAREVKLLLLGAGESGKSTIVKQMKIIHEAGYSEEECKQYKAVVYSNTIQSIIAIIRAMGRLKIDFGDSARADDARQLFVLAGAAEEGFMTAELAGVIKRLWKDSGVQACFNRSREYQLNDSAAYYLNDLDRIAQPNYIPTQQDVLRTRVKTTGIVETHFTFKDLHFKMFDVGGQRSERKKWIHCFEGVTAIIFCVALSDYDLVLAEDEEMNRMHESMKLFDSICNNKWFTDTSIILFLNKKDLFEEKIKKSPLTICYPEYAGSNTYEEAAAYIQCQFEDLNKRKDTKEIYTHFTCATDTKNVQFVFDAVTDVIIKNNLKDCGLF
GAA spleen mod: inhibitors or activators of human alpha-glucosidase in spleen homogenate; P10253; human spleen homogenate, 4-MU-alpha-glucoside fluorescence; Potency, µM (doses to about 79.9 µM), inactives show at the top dose activity change, negative = inhibition, usual class: inhibitors; 240,000 compounds, 0.006% hits; AID 2112;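 also: 0% = enzyme with vehicle and -100% = no enzyme basal signal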
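Human spleen homogenate (1 ug) incubated with compounds and 1 mM 4-methylumbelliferyl-alpha-D-glucopyranoside in pH 5.0 citrate/phosphate buffer, 37 C, 40 min. Stopped at pH 10; 4-MU fluorescence (Ex 365/Em 440 nm); AC50 by Hill fit.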
HTT cytoprotect: protects HTT-Q103 PC12 cells, measured by ATP; PC12 HTT-Q103 induced, cytoprotection, ATP luminescence, 40 h; Potency, µM (doses to about 56.4 µM), inactives show cytoprotection (ATP increase), hits mostly activators; 230,000 compounds, 0.14% hits; AID 1471;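 also: % of control where 0% means no effect; nearly all actives have a fitted effect of over 45% in size; toxic huntingtin expression switched on by the ecdysone agonist tebufenozide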
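Quantitative HTS on tebufenozide-induced (100 nM) PC12 cells expressing HTTQ103 exon 1–GFP; compounds tested as a concentration series; survival measured via cellular ATP.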
GAA glycogen mod: GAA glycogen-cleavage inhibition or activation | P10253 | recombinant GAA, glycogen substrate, Amplex Red glucose oxidase fluorescence | Potency, µM (top dose mostly 76.4 µM), inactives show at the highest dose activity change, negative = inhibition, hits mostly inhibitors | 300,000 compounds, 0.38% hits | AID 2100;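 also: 0% = full enzyme reaction and -100% = no-enzyme basal signal; the screen sought inhibitors and activators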
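Recombinant enzyme (4 nM final) with compounds titrated up to 77 uM and bovine liver glycogen (30 ug) in citrate pH 5.0, 0.01% Tween-20, 37 C 40 min. Released glucose detected by Amplex Red/glucose oxidase (Ex 573/Em 610); AC50 from Hill fits.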
HttQ103 aggreg: mutant huntingtin aggregation inhibition; PC12 HttQ103-GFP aggregates, Acumen cytometry, 40 h; 220,000 compounds, 1.1% hits; Potency, µM (top dose mostly 46.1 µM), without a hit: at the top dose activity change, negative = inhibition, most hits filed as inhibitors; also: % is scaled to controls: 0 for no effect and ±100 for the full control effect; nearly all actives have a fitted effect of over 60% in size
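PC12 cells stably carrying ecdysone-inducible HTT exon 1 Q103–GFP were induced with tebufenozide (100 nM final) and treated with library compounds in titration. GFP aggregates in lysates were counted by laser scanning cytometry.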
* hit, by the source's call; ? = inconclusive; . = no result given; & = joins results of further samples; [ ] = dose if it differs, or a comment. Unless noted, calls follow the shape of the dose curve; as a rule, active = well fitted curve in the direction sought with a large enough effect; inconclusive = small, poorly fitted or top-dose-only effect, or another doubt; inactive = no such curve, though single readings can be large; an effect the other way counts as inactive or inconclusive. Potency is read from the fitted curve at half-maximal effect.

The opening 2 compounds as a preview:
Order of results – GAA inhib | IMPase Li inh | RGS12 GoLoco inh | GAA spleen mod | HTT cytoprotect | GAA glycogen mod | HttQ103 aggreg
Cc1ccccc1S(=O)(=O)Cc1ccc(C(=O)N2CCN(c3ccc(F)cc3)CC2)o1
    -5.3% | 2.2%[38.3 µM] | -16.8% | -7.2% | -7.1% | -8.7% | -18.9%
COc1ccc(NC(=O)CSc2nccc(C)n2)cc1
    -3.4% | 1.4%[38.3 µM] | -1.4% | -4.1% | 9.7%[1.9 µM] | -15.3% | 23.4%

The whole of this part, previewed entries included:
Order of results – GAA inhib | IMPase Li inh | RGS12 GoLoco inh | GAA spleen mod | HTT cytoprotect | GAA glycogen mod | HttQ103 aggreg
Cc1ccccc1S(=O)(=O)Cc1ccc(C(=O)N2CCN(c3ccc(F)cc3)CC2)o1
    -5.3% | 2.2%[38.3 µM] | -16.8% | -7.2% | -7.1% | -8.7% | -18.9%
COc1ccc(NC(=O)CSc2nccc(C)n2)cc1
    -3.4% | 1.4%[38.3 µM] | -1.4% | -4.1% | 9.7%[1.9 µM] | -15.3% | 23.4%
CCCOc1ccc(C2NC(=S)NC(C)=C2C(=O)c2ccccc2)cc1OC (configuration not stated)
    -8.1% | 3.9% | 6.2% | 9.8% | -36.3%[10 µM] | -20.2% | ?
Cc1ccc(NC(=S)NCC2CCN(C(C)c3ccccc3)C2)cc1C (configuration not stated)
    -0.5% | 15.7% | 8.6% | -0.3% | -19.2% | 3.0% | -6.5%
Cc1ccc2nc(/C(C#N)=C\c3ccc(N4CCCCC4)c([N+](=O)[O-])c3)[nH]c2c1
    -5.4% | -18.3%[38.3 µM] | 18.4% | -6.1% | -16.6% | 6.0% | 3.3%
CC1OCC23CC[C@@]4(C)CCC(C)(C)C[C@H]4[C@]2(C)CCC12C3CC[C@@]1(C)C2C(=O)CC(=O)[C@@H]1C (some centres not stated)
    . | 1.3% | 0.7% | 3.1% | -25.0% | . | .
Cc1ccc2nc(-c3ccncc3)c(NC3CCCC3)n2c1
    -3.0% | 8.4% | 2.3% | -4.5% | -25.3% | ? | ?
COc1ccc(C2C(C#N)=C(N)Oc3cc(C)n(CCN4CCOCC4)c(=O)c32)cc1OC (configuration not stated)
    1.3% | 2.1%[38.3 µM] | -1.0% | 1.7% | -0.4% | 1.7% | 7.6%
COc1cc(OC)c(NC(=O)c2ccoc2C)cc1Cl
    -0.4% | 24.2%[38.3 µM] | 1.6% | -3.1% | 14.1%[10 µM] | -0.2% | -17.4%
Nc1cccc(Oc2ccc([N+](=O)[O-])cc2)c1
    3.1% | -0.8% | 2.9% | -2.3% | 7.0% | -3.3% | 11.7%
CNC(=O)[C@H]1O[C@@H](n2cnc3c(NCc4ccc(N)cc4)ncnc32)[C@H](O)[C@H]1O
    . | 5.2% | 4.6% | 11.9% | . | . | .
CCn1c(SCC(=O)NC(C)(C)C)nc(O)cc1=O
    -7.1% | -17.4%[38.3 µM] | 8.6% | -6.6% | -1.6%[0.074 µM] | -9.6% | 4.6%
COc1ccc(S(=O)(=O)N2CC(O)CC2C(=O)OCc2nc3sc(C)c(C)c3c(=O)[nH]2)cc1 (configuration not stated)
    1.7% | -7.2% | 6.1% | 6.0% | 17.2%[10 µM] | 7.3% | 17.0%
CCN(C(=O)c1cc(Cl)ccc1OC)c1ccccc1C
    6.1% | 12.4% | -2.8% | -2.7% | 12.5%[1.9 µM] | -7.0% | 5.0%
CN1C2CCC1CC(NC(=O)c1ccc(Cl)cc1)C2 (configuration not stated)
    . | . | 3.4% | -15.3% | 10.6%[10 µM] | 2.1% | -7.0%[9.22 µM]
NC(=O)c1c(/N=C/c2cccs2)sc2c1CCCC2
    . | . | 2.9% | 2.5% | -21.6%[10 µM] | ? | -7.0%[9.22 µM]
O=[N+]([O-])c1ccc(N2CCCC2)cc1N1CCCC1
    4.2% | 2.3%[38.3 µM] | 10.7% | -14.9% | -32.3% | 3.8% | 3.5%
CS(=O)(=O)NCCSCc1c(F)cccc1Cl
    -7.8% | 13.5%[38.3 µM] | 8.5% | -11.8% | -0.6%[1.9 µM] | 0.6% | 9.6%
O=C(CSc1nc2ccccc2c(=O)[nH]1)N1CCOCC1
    -2.3% | 24.7%[38.3 µM] | 6.3% | -28.3% | 10.1% | -3.3% | 9.4%
CN(C)C(=O)Oc1cccc([N+](C)(C)C)c1
    -1.5%&-1.0%[15.4 µM] | 4.6%&-6.5%&-4.2%&18.0%&-5.1%&-0.8% | 7.5% | 4.7% | 17.3% | -0.4%&4.2% | 6.1%&10.4%&22.0%
COc1cc(NC(=O)c2ccccc2Cl)c(OC)cc1NC(=O)CN1CCOCC1
    -3.8% | -5.0%[38.3 µM] | 4.0% | 2.8% | -10.8% | -2.6% | 13.4%
CCC(C(=O)OC)n1cnc2c(cnn2-c2ccc(Cl)cc2)c1=O (configuration not stated)
    ? | -3.8%[38.3 µM] | 1.9% | -11.7% | -18.6% | 0.5% | 5.2%
CCOc1ccc2[nH]c(=O)c(CN(CCO)C(=O)CC)cc2c1
    10.7% | 23.1%[38.3 µM] | 1.1% | -4.8% | 20.1%[10 µM] | -1.3% | 20.9%
Cc1c(Cl)c([N+](=O)[O-])nn1CC(=O)Nc1ccc2c(c1)OCO2
    9.7% | 3.1% | 4.2% | -1.3% | 39.4%[10 µM] | 12.5% | 10.5%
COc1ccc(OC)c(NC(=O)Nc2cc(C(=O)O)ccc2C)c1
    ? | 9.8% | -12.4% | -1.1% | -2.2% | -7.9% | 23.4%
C#C[C@@]1(O)CCC2C3CCc4cc(O)ccc4C3CC[C@@]21C (some centres not stated)
    . | -4.1% | -0.7% | -9.4% | -38.7%[inhibitor] | . | .
Cc1[nH]nc2c1C(c1ccccc1F)NC2=O (configuration not stated)
    -4.1%[15.4 µM] | 5.4%[38.3 µM] | 5.4% | 6.9% | 1.6% | -3.1% | 11.8%
CC(NC(=O)c1cccc(N2CCCC2=O)c1)c1ccc2c(c1)OCCO2 (configuration not stated)
    -0.3% | -8.2% | -0.9% | -4.7% | -7.1%[10 µM] | 4.6% | 16.6%
Cc1sc2c(c1C)c(=O)n(-c1ccccc1)c(=O)n2CC(=O)NCC1CCCO1 (configuration not stated)
    2.1% | -4.2% | 4.8% | -1.7% | -22.9% | -3.3% | 1.9%
CCCn1nnc(NC(=O)c2cccc(OCC)c2)n1
    0.7% | 20.9%[38.3 µM] | 0.3% | -5.8% | -15.1% | 0.9% | 4.0%

Next section:
Order of results – GAA inhib | IMPase Li inh | RGS12 GoLoco inh | GAA spleen mod | HTT cytoprotect | GAA glycogen mod | HttQ103 aggreg
Cc1cc(C(=O)NNC(=O)Nc2ccc(Cl)cc2)no1
    . | . | 5.0% | 0.8% | 7.6%[10 µM] | -3.0% | -3.3%[9.22 µM]
COc1cccc(NC(=O)CCCn2c(=S)[nH]c3ccccc3c2=O)c1
    -7.4% | 19.0%[38.3 µM] | 8.7% | -5.4% | -51.9%[inhibitor][10 µM] | 0.7% | 7.8%[9.22 µM]
C/C(=N\N=C(N)N)c1ccc(Cl)cc1Cl
    2.1% | 2.7% | 2.7% | -20.6% | -31.7%[inhibitor] | -2.3% | -5.1%
CC(C)Oc1cc(S(=O)(=O)N2CCCCC2)ccc1N
    1.9% | 3.9% | -2.1% | 1.6% | -17.7% | 3.0% | -2.7%
C=C(C)Cn1c(SCC(=O)N/N=C/c2ccccc2)nc2ccccc2c1=O
    ? | 13.4% | 77.3%[activator] | -4.0% | 1.4%[1.9 µM] | 12.1% | 4.3%
COc1cccc(CC(NC(C)=O)C(=O)NC2CCN(c3c4c(nc5ncnn35)CCC4)CC2)c1OC (configuration not stated)
    ? | 11.7% | -9.2% | 1.2% | 25.1%[10 µM] | 5.2% | 1.4%[9.22 µM]
Cc1ccc(NC(=O)CSc2nnc(Cn3cnc4ccccc43)o2)c(C)c1
    0.9% | -2.7%[38.3 µM] | 0.2% | 0.9% | -2.0% | -10.5% | 7.0%
CSCCC(NC(=O)C1CCC(C)CC1)C(=O)NCc1ccco1 (configuration not stated)
    -7.5% | . | . | 0.0% | -21.6%[0.074 µM] | -2.9% | -6.2%
CC(NC(=O)CSc1nnc(-c2cc3cc(Cl)ccc3o2)n1C)c1ccccc1 (configuration not stated)
    1.7% | 22.5% | 5.0% | 0.4% | -3.4%[10 µM] | 0.5% | -2.0%
CCOc1cccc(OCCOc2ccccc2[N+](=O)[O-])c1
    -2.8%[15.4 µM] | 29.8%[38.3 µM] | 6.8% | -16.8% | -9.2% | -6.8% | 8.0%
Nn1cc(-c2ccccc2)nc1SCC(=O)N1CCN(S(=O)(=O)c2ccc3ccccc3c2)CC1
    ? | 33.5%[38.3 µM] | 2.0% | 1.1% | -15.2% | -12.9% | -3.4%
CCCCn1c(SCC(=O)Nc2cc(C(F)(F)F)ccc2Cl)nnc1C(CC)N(C)C (configuration not stated)
    -2.0% | 2.7% | -0.6% | -4.9% | . | -8.5% | 4.0%
CCC(Sc1nc2c(cnn2-c2ccc(Cl)cc2)c(=O)[nH]1)C(=O)OC (configuration not stated)
    -1.8% | 9.1% | 12.2% | -4.3% | -6.6% | 3.0% | 14.8%
Cc1cc(NC(=O)C2CC(c3ccc(Cl)cc3)=NO2)no1 (configuration not stated)
    -8.5% | -3.7%[38.3 µM] | 7.2% | 8.4% | 9.4% | -5.6% | 8.1%
CC(CNc1ccc([N+](=O)[O-])cc1)NC(=O)c1ccccc1Br (configuration not stated)
    -8.4% | 7.2% | 4.1% | -6.8% | 8.1%[10 µM] | 3.7% | -4.4%
Cn1c(=O)c2c(O)c(C=Nc3ccc(F)cc3)c(=O)n(C)c2n(C)c1=O
    . | . | -3.9% | 0.6% | 25.0%[10 µM] | 5.9% | -4.7%[9.22 µM]
COCCn1c(=O)[nH]c2cc(C(=O)NC(C)C)ccc2c1=O
    ? | -9.0%[38.3 µM] | 5.3% | ? | 0.3% | -3.9% | -6.0%
O=C(Nc1cnn(Cc2ccc(F)cc2)c1)c1cc2nc(-c3ccco3)cc(C(F)(F)F)n2n1
    -3.0% | . | . | -2.4% | -19.7%[10 µM] | -16.2% | 10.2%
Cn1cccc1C(=O)OCC(=O)N1c2ccccc2NC(=O)C1(C)C
    -3.1% | -5.1% | 9.8% | -1.1% | 5.1%[10 µM] | 3.6% | 7.4%

Some of the compounds tested. The share of hits here may be higher or lower than overall.
